From PubChem BioAssay
FN deposition inh: inhibitors of fibronectin matrix deposition, primary screen, AH1F cells, Alexa488-fibronectin fluorescence, plate reader | AID 743247, 2014 | inhibition, % at 12.6 µM | 350,000 tested, 0.086% active | AH1F fibroblasts, overnight;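 active means mean inhibition across replicates of 30% or more, regardless of how many single replicates reach that level; inconclusive means mean under 30% yet at least half of replicates reach 30%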;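 further: positive control wells lacked labelled fibronectin entirely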
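Measured by – fluorescence 485/525 nm · System – AH1F fibroblast monolayer, labelled fibronectin deposition · Amount – 10000 cells per well · Buffer or medium – serum-reduced DMEM (2% serum) · Doses – single dose, pinned · Also added – fluorescent fibronectin at 24 nM final · Schedule – 1 h cell attachment, overnight exposure to compound and label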
Casp6 inh: human caspase-6 inhibitors, primary screen, biochemical, VEID-R110 fluorescence, single point, set 2; purified caspase-6, Z-VEID-R110 cleavage fluorescence; inhibition, % at 12.5 µM; 350,000 tested, 0.53% active; AID 686996, 2013;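 active means mean inhibition across replicates at least about 35%, with every replicate also reaching that limit, limit read from the data; inconclusive means only one of the two criteria met; inactive means neither criterion met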;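 further: 0% = median of neutral control wells and 100% = no fluorescence left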
Target sequence (P55212 24-179 limits assumed): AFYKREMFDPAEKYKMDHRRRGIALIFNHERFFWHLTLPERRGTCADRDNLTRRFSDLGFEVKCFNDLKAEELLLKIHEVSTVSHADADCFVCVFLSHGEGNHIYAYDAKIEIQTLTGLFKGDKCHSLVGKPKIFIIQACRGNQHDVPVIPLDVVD
Target sequence (P55212 194-293 limits assumed): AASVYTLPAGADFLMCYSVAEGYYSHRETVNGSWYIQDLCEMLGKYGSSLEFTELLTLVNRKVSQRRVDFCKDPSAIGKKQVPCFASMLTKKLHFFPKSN
SIRT5 block: SIRT5 desuccinylase inhibitors, primary screen, biochemical, fluorescence imaging, single point, set 5; 330,000 tested, 1.1% active; inhibition, % at 15 µM; Purified SirT5, succinyl-peptide AMC, trypsin-coupled fluorescence; AID 652115, 2013; NAD-dependent protein deacylase sirtuin-5, mitochondrial (Homo sapiens), Q9NXA8; in the data active means inhibition above about 15%; inconclusive means no clear call, values can overlap the other calls
Target sequence (Q9NXA8 whole entry, looked up): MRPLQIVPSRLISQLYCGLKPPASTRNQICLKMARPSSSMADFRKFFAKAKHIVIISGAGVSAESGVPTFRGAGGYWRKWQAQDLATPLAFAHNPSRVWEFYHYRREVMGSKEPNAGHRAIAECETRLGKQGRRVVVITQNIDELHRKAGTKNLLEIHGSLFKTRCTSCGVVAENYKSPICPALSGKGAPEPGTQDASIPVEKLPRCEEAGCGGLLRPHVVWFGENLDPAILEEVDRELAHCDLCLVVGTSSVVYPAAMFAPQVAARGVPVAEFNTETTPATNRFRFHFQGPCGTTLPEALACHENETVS
esBAF inh: Bmi1 luciferase reporter increase in mESCs, primary screen, esBAF inhibitor project, mouse ES cells, Bmi1 luciferase knock-in, single point | 24 h; 100% = twice the neutral-well signal | reporter increase, % at 12.5 µM | 350,000 tested, 2% active | AID 602393, 2012; in the data active means activation above about 40%; inconclusive means no clear call, values can overlap the other calls;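 further: 0% = median of the plate's neutral control wells and 100% = double that signal; a rise in the Bmi1 reporter signal indicates esBAF inhibition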
S100A4 MyoIIA: inhibitors of S100A4-myosin IIA peptide binding, primary screen, biochemical, fluorescence polarization, TAMRA-MyoIIA peptide. inhibition, % at 10.7 µM. 360,000 tested, 0.14% active;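 active means mean inhibition of at least 70% across replicates, with every replicate also reaching that level; inconclusive means mean inhibition reaches 70% but some replicates fall short; inactive means mean inhibition below 70%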
Target sequence (P26447 whole entry, looked up): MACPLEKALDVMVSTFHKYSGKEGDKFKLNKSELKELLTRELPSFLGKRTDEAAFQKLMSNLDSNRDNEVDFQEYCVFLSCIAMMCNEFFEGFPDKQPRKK
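Compound dosing: one dose per compound; test system: human S100A4 monomer with TAMRA-labelled myosin IIA peptide; probe or stimulus: TAMRA-labelled myosin IIA heavy-chain peptide probe, 5 nM; medium: HEPES buffer with Ca2+, pH 7.2; schedule: 5 min incubation before reading; benchmarks: neutral control DMSO, positive control TFP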
Statin myotox sup: suppressors of statin myotoxicity in C2C12 myotubes, primary screen, cell-based, single point, plate reader; 330,000 tested, 0.78% active; rescue of ATP level, % at 7.49 µM; C2C12 myotubes + simvastatin, ATP luminescence, 48 h; scaled: DMSO 0, geranylgeraniol control 100; AID 602340, 2012;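 active means mean ATP rescue above about 67%, or every replicate alone reaching that limit, limit read from the data, passing the limit was not always enough; inconclusive means no clear call, values can overlap the other calls; inactive means mean under the limit and some replicate under it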;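 further: myotubes were challenged with 10 µM simvastatin during compound exposure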
LGR2 antag: inhibitors of bursicon-induced LGR2 CRE-luciferase signal, primary screen, cell-based, HEK293, CRE-luciferase reporter, bursicon stimulation | Drosophila bursicon receptor LGR2 (rickets) | bursicon-stimulated, 4 h | inhibition, % at 9.99 µM | 380,000 tested, 0.35% active | AID 720647, 2013;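 active means drop in luminescence signal, shown as inhibition above about 50% in the replicate tests, limit read from the data, passing the limit was not always enough; inconclusive means probably only some replicates passing the limit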;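 further: agonist challenge used bursicon conditioned medium at about half maximal strength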
Numbers without * were called inactive; u = inconclusive; x = no result given.

SMILES | FN deposition inh | Casp6 inh | SIRT5 block | esBAF inh | S100A4 MyoIIA | Statin myotox sup | LGR2 antag
CC1CCC(NC(=O)c2cc(C3CC3)nn2-c2ccccc2)CC1 (stereo not given) | 12 | 3 | 0 | 8 | -5 | 4 | 2
O=C(COC(=O)c1ccc(Br)o1)c1ccc(S(=O)(=O)N2CCCCC2)cc1 | 3 | -1 | -5 | -7 | 0 | -1 | -3
COc1cccc(/C=N/NC(=O)c2ccccc2NC(=O)c2ccco2)c1OC | -7 | 1 | 0 | 1 | 8 | 0 | -12
Cc1ccccc1S(=O)(=O)N1CCCCN2[C@@H](CO)[C@@H](c3ccc(-c4cncnc4)cc3)[C@@H]2C1 | x | 2 | -1 | x | 5 | x | 1
COc1ccccc1-n1cnnc1SCC(=O)c1cc(C)n(Cc2cccs2)c1C | 3 | x | x | 4 | x | 7 | x
COc1ccc(NC(=O)CN(c2cccc(C(F)(F)F)c2)S(C)(=O)=O)cc1OC | 10 | x | x | -5 | x | 0 | x
CCCCn1nc(NC(=O)CC)c2cc3cc(OC)ccc3nc21 | 3 | -1 | -6 | -3 | -2 | 3 | 3
Cn1c(CCN2CCOCC2)nc2cc(NC(=O)COc3ccc([N+](=O)[O-])cc3)ccc21 | 6 | 1 | 0 | -6 | -5 | -9 | 4
CCc1cccc(NC(=O)CSC2=NS(=O)(=O)c3ccccc32)c1 | -19 | -1 | -2 | -11 | -3 | 11 | 11
Cc1ccc(-c2nc3ccc(C)cn3c2Cc2ccccc2C(F)(F)F)cc1 | -16 | -1 | -1 | 16 | -7 | 2 | -48
CCOC(=O)Cc1csc(/N=C/c2c(O)n(-c3ccccc3C(F)(F)F)c(=O)c3ccccc23)n1 | -1 | x | x | -4 | x | -4 | -10
CCN1C(=O)[C@@H]2[C@H](C1=O)[C@@H]1C(=O)Nc3ccccc3C(=O)N1[C@@H]2c1cccc(C)c1 | -3 | 3 | -2 | -3 | -1 | -2 | x
CC(=O)NCCc1nc2cc(NC(=O)COc3cccc(C)c3)ccc2n1C | 9 | x | 0 | 15 | -2 | -10 | -12
COc1ccc(/C=C2\SC(=O)N(CCC(=O)N3CCCCC3CCO)C2=O)cc1 (stereo not given) | -10 | 0 | -5 | -12 | 28 | 8 | -3
CCN1CCSc2ccc(C(=O)NCc3ccc(OC(C)C)cc3)cc21 | -3 | -1 | 15 | -5 | -5 | -3 | 4
Fc1ccccc1NC(=S)N(CCN1CCCCCC1)Cc1cccs1 | 0 | 1 | -1 | 8 | -16 | -4 | -6
OC(c1ccc(F)cc1)c1nc(-c2cccs2)cs1 (stereo not given) | -3 | 1 | 0 | 25 | 0 | 6 | -27
CCN(Cc1nc(-c2ccc(OC)c(OC)c2)no1)C(=O)c1ccc2c(c1)OCO2 | 1 | 4 | -4 | 0 | -1 | 9 | 1
C[C@@H]1CN([C@@H](C)CO)C(=O)c2cc(-c3ccccc3F)cnc2O[C@H]1CN(C)C(=O)NC1CCCC1 | -7 | 0 | 3 | 5 | -23 | 6 | 2
CCN1[C@H](C(=O)NCCCN(C)C)[C@@H](CO)[C@@H]2Cn3c(ccc(-c4cccc(F)c4)c3=O)[C@@H]21 | x | 2 | -1 | x | 14 | x | 5
CCOc1ccc(NS(=O)(=O)c2ccc(C(=O)N3CCCC3)cc2)cc1 | 8 | -2 | -2 | x | -18 | x | -9
O=C(Nc1cccc(Cl)c1)c1ccccc1NC(=O)C1CCCCC1C(=O)O (stereo not given) | 0 | 2 | 0 | 34 | -4 | -4 | -18
COCCNc1nc(Oc2cccc(NC(C)=O)c2)c2sc(-c3ccccc3)cc2n1 | 3 | 0 | -1 | 1 | 6 | 2 | 3
CC(=O)N[C@@H]1C=C[C@H](CC(=O)NCc2ccc(Cl)cc2)O[C@@H]1CO | x | 1 | -4 | 1 | 3 | 0 | -1
Cc1ccc(N2CC(=O)N(NC(=O)CN3CCN(c4ccccc4)CC3)CC2=O)cc1 | -3 | 2 | -5 | x | 2 | x | 20

Results in LGR2 antag, for some of the entries so far:
SMILES	LGR2 antag
Cn1c(CCN2CCOCC2)nc2cc(NC(=O)COc3ccc([N+](=O)[O-])cc3)ccc21	4
Cc1ccccc1S(=O)(=O)N1CCCCN2[C@@H](CO)[C@@H](c3ccc(-c4cncnc4)cc3)[C@@H]2C1	1

Returning to the listing with the 3 entries that preceded the break.
SMILES | FN deposition inh | Casp6 inh | SIRT5 block | esBAF inh | S100A4 MyoIIA | Statin myotox sup | LGR2 antag
COCCNc1nc(Oc2cccc(NC(C)=O)c2)c2sc(-c3ccccc3)cc2n1 | 3 | 0 | -1 | 1 | 6 | 2 | 3
CC(=O)N[C@@H]1C=C[C@H](CC(=O)NCc2ccc(Cl)cc2)O[C@@H]1CO | x | 1 | -4 | 1 | 3 | 0 | -1
Cc1ccc(N2CC(=O)N(NC(=O)CN3CCN(c4ccccc4)CC3)CC2=O)cc1 | -3 | 2 | -5 | x | 2 | x | 20
COc1cccc(NC(=O)N2C[C@H](O)COC[C@H]3O[C@H](CC(=O)NC4Cc5ccccc5C4)CC[C@@H]32)c1 | -4 | 3 | -14 | -2 | 0 | -5 | 0
Cc1ccc(S(=O)(=O)N2CCN(C(=O)CN3C(=O)NC4(CCCC4)C3=O)CC2)c(C)c1 | 7 | -1 | -8 | x | 0 | x | 7
O=C(C[C@H]1CC[C@@H]2[C@H](COC[C@@H](O)CN2CCc2ccccc2)O1)NCc1ccc(F)cc1 | 0 | -2 | -1 | -6 | 0 | 0 | 0
Fc1ccc(CSc2nnc(Cc3sc(-c4ccccc4)nc3-c3ccccc3)o2)cc1 | x | x | x | 3 | x | -6 | 27
CC(C)(C)NC(=O)CN(C(=O)c1snc(C(=O)NC2CCCCC2)c1N)c1ccc(F)cc1 | -3 | 1 | -4 | -3 | -3 | -7 | 22
Cc1cc2c(cc1C)-n1nnnc1C(N1CCCNCC1)C(=O)N2 (stereo not given) | 3 | -10 | 0 | x | -1 | x | 4
CCOC(=O)c1c(N)nn(C(=O)c2ccccc2F)c1-c1ccc(OC)cc1 | -25 | -1 | 8 | x | -4 | x | 4
O=C(NC1CCCC1)c1cccc(Cn2cc([N+](=O)[O-])cn2)c1 | 3 | -1 | 3 | -4 | 10 | 18 | 6
COc1c2ccc(OCC/C(C)=C/C(=O)C=C(C)C)cc2nc2occc12 | -26 | 2 | x | -3 | -3 | 6 | 20
Cc1cc(C=O)c(C)n1-c1ccc(NC2CCCC2)c([N+](=O)[O-])c1 | -15 | 3 | -4 | x | 1 | x | 15
COc1cccc(CN2CCN(C(=O)c3cc(-c4cccnc4)nc4ccc(C)cc34)CC2)c1 | -1 | 5 | 0 | x | 18 | x | 2
Fc1ccc(/C=N\Nc2cccc(F)c2)cc1 | 0 | 2 | -2 | -3 | 0 | 4 | -3
CCOc1ccc(NC(=O)N2CCC(NC(=O)C(Cc3cccc(F)c3)NC(C)=O)CC2)cc1 (stereo not given) | 0 | -1 | -3 | 2 | 50 | -2 | 4
Cc1cc(=O)[nH]c(Nc2ccccc2C)n1 | 1 | -1 | 0 | -5 | 7 | -4 | 21
O=C(Nc1nc(=O)c2ccccc2s1)c1ccc(F)cc1 | x | -3 | -3 | 51* | -1 | 19 | -60
CC(C)CC#Cc1ccc([C@@H]2[C@@H](CO)N3CCCCN(S(=O)(=O)Cc4ccccc4)C[C@@H]23)cc1 | x | -2 | -1 | x | 26 | x | -4
CC1CN(CCc2ccccc2)c2nc3c(c(=O)n(C)c(=O)n3C)n2C1 (stereo not given) | 0 | 1 | 1 | 1 | -17 | -6 | 1
Cc1ccc(NC(=O)CN(C)Cc2nc3c(Br)cc(Br)cc3c(=O)[nH]2)cc1 | 12 | 0 | -1 | x | 1 | x | 17
Cc1nn(C)c(C)c1NC(=O)CCl | 1 | -5 | -3 | -25 | -8 | -5 | 21
N#Cc1ccc(COC(=O)C2CC(=O)N(CCc3ccccc3)C2)cc1 (stereo not given) | -1 | 5 | -6 | 1 | -13 | -7 | -11
CCCC(=O)Nc1ccc2c(c1)C(=O)N(C)[C@@H]1CC[C@H](CC(=O)NCCN3CCCCC3)O[C@@H]1CO2 | x | -2 | 0 | 1 | -4 | -8 | 9
C[C@H]1CCCCO[C@@H](CN(C)C(=O)Nc2ccc(C(F)(F)F)cc2)[C@@H](C)CN([C@@H](C)CO)C(=O)c2cc(NS(C)(=O)=O)ccc2O1 | x | -1 | 6 | -1 | 1 | x | 8
O=C(Oc1ccc2ccc(O)cc2c1)C1CCCCC1 | 3 | x | -2 | x | -12 | x | -3
O=C(O)CCCCNS(=O)(=O)/C=C/c1ccccc1 | -3 | -1 | -1 | x | -8 | x | 7
C[C@@H]1CN([C@H](C)CO)C(=O)c2cc(NS(=O)(=O)c3ccc(F)cc3)ccc2O[C@@H]1CN(C)C(=O)Nc1ccc2c(c1)OCO2 | -4 | 2 | 4 | -4 | 3 | 51 | -10
The listing continues.
SMILES | FN deposition inh | Casp6 inh | SIRT5 block | esBAF inh | S100A4 MyoIIA | Statin myotox sup | LGR2 antag
CCC12CN(C(=O)c3ccco3)CC(CC)(CN(C(=O)c3ccco3)C1)C2=O | x | 55* | -1 | -1 | -3 | 6 | -6
CCN(CC)CCN(CC(=O)N(C1CCCCC1)C1CCCCC1)C(=O)c1ccco1 | x | -2 | -7 | -21 | -33 | -4 | 3
CCN(C(=O)N1CCOCC1)c1ccccc1C | -20 | -2 | -1 | -10 | 3 | 0 | -6
Oc1ccccc1-c1nnc(COc2ccccc2)o1 | -23 | 5 | x | u | -3 | -6 | 1
Cc1nc(N/C(N)=N/S(=O)(=O)c2ccccc2)nc2ccccc12 | -5 | -2 | -2 | 10 | -9 | 8 | -6
CCOC(=O)c1c(C2CC2)csc1NC(=O)COC(=O)CCS(=O)(=O)c1ccc(C)cc1 | 6 | -1 | 0 | x | 0 | x | -3
CN(c1ccccc1)S(=O)(=O)c1ccc2[nH]c(=O)oc2c1 | 9 | 22 | -2 | -2 | -8 | -1 | -12
O=C(Nc1ccc(Cl)cc1)C1CCCN(S(=O)(=O)c2cnc[nH]2)C1 (stereo not given) | 4 | 2 | x | 3 | -1 | -3 | 0
COc1ccc(CC(=O)OCCc2cc3cc(OC)c(OC)cc3c(=O)o2)cc1 | -16 | x | x | -5 | -1 | -2 | 0
CCOc1ccccc1-n1c(SCC(N)=O)nnc1-c1ccc(O)cc1 | -8 | x | x | 0 | x | -14 | 8
COc1ccc(C(=O)N(C)[C@H]2C[C@H]3c4[nH]c5ccccc5c4CCN3C[C@H]2[C@H](C)O)cc1 | -4 | -6 | 1 | 1 | -2 | -9 | 6
Cn1c(=O)c2[nH]c(CCNC(=O)c3ccccc3)nc2n(C)c1=O | -11 | 4 | x | -2 | 1 | 3 | -6
O=C1CCC([N+](=O)[O-])C(c2ccc3c(c2)OCO3)N1 (stereo not given) | -2 | -3 | -2 | x | 2 | x | 1
Cc1ccc(-c2nnc(Nc3ccc(OCC(N)=O)cc3)c3ccccc23)cc1S(N)(=O)=O | -3 | 15 | -2 | -2 | 5 | 12 | -10
CCCN1CCc2c(sc(NC(=S)NC(=O)c3ccccc3)c2C#N)C1 | -3 | -57 | 1 | x | -9 | x | -86
COc1cccc(-c2c(C(=O)N/N=C(\C)c3cccs3)nnn2-c2nonc2N)c1 | 5 | 2 | -2 | -7 | -1 | -2 | -3

Not all compounds are listed (hit frequency here may not be typical).
